# Screening data (PubChem BioAssay)
# CIT2 TOR yeast = modulators of CIT2-GFP expression in yeast, primary screen, S. cerevisiae, GFP fusion, multiplex flow cytometry, MLPCN library; S. cerevisiae CIT2-GFP strain, 3 h; 100 means same as DMSO wells; hit rate 0.065% among 320,000; AID 2029, 2009; GFP response vs DMSO, % at 10 µM;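 active = GFP response relative to DMSO above a set limit, near the screen mean plus 3 SD, cut at about 150% in these data; inconclusive = Fewer than 70 cells measured for a yeast strain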;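 also: ratio of well median GFP fluorescence to mean of DMSO wells on the plate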
# AGP1-GFP MLPCN = modulators of AGP1-GFP expression in yeast TOR pathway, primary screen, cell-based, multiplex flow cytometry, S. cerevisiae, MLPCN library. hit rate 0.02% among 320,000. 3 h; GFP as percent of DMSO wells. GFP response vs DMSO, % at 10 µM;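 active = GFP response relative to DMSO above a set limit, near screen average plus 3 SD, cut at about 150% in these data; inconclusive = fewer than 70 cells counted for the yeast strain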;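 also: median GFP channel fluorescence of the gated AGP1 strain per well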
# JMJD2C inh = inhibitors of GASC-1 histone demethylase, primary screen, biochemical, fluorescence, DELFIA europium; Lysine-specific demethylase 4C (Homo sapiens), Q9H3R0; GST-JMJD2C(1-420) H3K9me3 demethylation; inhibition, % at 2.35 µM; hit rate 0.069% among 330,000;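 active = more than half of a compound's replicate wells show inhibition beyond 50%, single wells judged on their own value; inconclusive = some, but no more than half, of replicates pass 50% inhibition; inactive = no replicate passes 50% inhibition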;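 also: signal counts dimethyl H3K9 product captured on neutravidin plate; 0% = median of DMSO wells and 100% = 0.3 times that DMSO median; strong numbers were not always called active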
# VLA-4 inh = inhibition in human VLA-4 binding assay, primary screen, VLA-4 allosteric modulator project, MLPCN library, flow cytometry, VLA-4 expressing cells | hit rate 0.2% among 330,000 | ligand binding flow cytometry | inhibition, % (about 7 µM as worked out from the volumes in the protocol) | AID 2557, 2010; in the data active = inhibition above about 50%
# Target sequence (P13612 whole entry, looked up): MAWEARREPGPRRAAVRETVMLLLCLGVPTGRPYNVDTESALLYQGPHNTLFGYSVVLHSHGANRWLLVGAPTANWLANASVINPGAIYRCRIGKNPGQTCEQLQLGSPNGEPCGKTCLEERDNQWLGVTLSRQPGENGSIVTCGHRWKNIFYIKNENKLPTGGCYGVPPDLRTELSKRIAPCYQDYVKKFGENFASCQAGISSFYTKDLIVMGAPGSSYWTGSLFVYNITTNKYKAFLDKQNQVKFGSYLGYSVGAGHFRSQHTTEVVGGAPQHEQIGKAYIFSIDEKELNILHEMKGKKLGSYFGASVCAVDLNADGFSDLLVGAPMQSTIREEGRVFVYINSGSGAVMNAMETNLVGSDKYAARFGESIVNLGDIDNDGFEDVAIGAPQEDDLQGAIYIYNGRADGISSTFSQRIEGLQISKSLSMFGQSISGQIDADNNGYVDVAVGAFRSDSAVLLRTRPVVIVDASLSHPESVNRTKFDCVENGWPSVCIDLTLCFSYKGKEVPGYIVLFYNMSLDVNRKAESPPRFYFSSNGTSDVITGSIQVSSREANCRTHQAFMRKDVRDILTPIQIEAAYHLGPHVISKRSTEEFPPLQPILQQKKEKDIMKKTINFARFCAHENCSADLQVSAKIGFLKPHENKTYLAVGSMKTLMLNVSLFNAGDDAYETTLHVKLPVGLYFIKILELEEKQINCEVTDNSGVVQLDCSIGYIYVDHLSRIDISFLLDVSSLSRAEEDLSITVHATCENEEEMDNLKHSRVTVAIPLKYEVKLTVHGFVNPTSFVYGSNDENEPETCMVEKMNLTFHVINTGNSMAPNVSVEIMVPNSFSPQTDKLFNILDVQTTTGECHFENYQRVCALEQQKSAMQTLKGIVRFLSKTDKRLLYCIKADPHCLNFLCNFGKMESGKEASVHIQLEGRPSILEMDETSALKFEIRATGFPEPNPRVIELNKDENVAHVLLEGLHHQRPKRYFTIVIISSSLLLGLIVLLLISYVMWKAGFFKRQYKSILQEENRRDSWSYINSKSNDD
# LAP4 TOR yeast = modulators of LAP4-GFP expression in yeast, primary screen, S. cerevisiae, multiplex flow cytometry, MLPCN library | GFP response vs DMSO, % at 10 µM | 3 h; median GFP as percent of DMSO wells | hit rate 0.34% among 320,000;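 active = GFP response vs DMSO above a set limit, about the screen mean plus 3 SD, cut at about 150% in these data; inconclusive = under 70 cell events counted for the yeast strain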
# RPL19A-GFP yeast = RPL19A-GFP expression modulators in yeast, primary screen, cell-based, S. cerevisiae, multiplex flow cytometry, MLPCN; hit rate 0.3% among 330,000; AID 2025, 2009; S. cerevisiae RPL19A-GFP strain, 3 h; active compounds read low; percent response vs DMSO, % at 10 µM;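 active = percent response vs DMSO below 50%; inconclusive = fewer than 70 events counted for the yeast strain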;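 also: median channel GFP fluorescence of the barcoded RPL19A-GFP strain; ratio of sample median GFP to plate DMSO average so 100% = DMSO; lower means less RPL19A-GFP as with rapamycin TOR inhibition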
# GRK2 inh = compounds blocking aptamer binding on GRK2 – biochemical, human GRK2, bead flow cytometry, HTS, primary screen | Beta-adrenergic receptor kinase 1 (Homo sapiens), P25098 | FAM-aptamer displacement from GRK2 | inhibition of aptamer binding, % at 10 µM | hit rate 0.59% among 330,000;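 active = inhibition of aptamer binding above 40%, roughly 3 SD of noise, on plates passing a quality check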;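 also: median bead fluorescence of bound FAM aptamer so fluorescent compounds give negative values; no value below 0 was filed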
# MEP2 TOR yeast = modulators of MEP2-GFP levels in yeast, primary screen, S. cerevisiae, multiplex flow cytometry, MLPCN library | S. cerevisiae MEP2-GFP strain, 3 h; 100% = DMSO control level | GFP response vs DMSO, % at 10 µM | hit rate 0.51% among 330,000 | AID 2016, 2009;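 active = GFP response versus DMSO above a set limit, roughly screen mean plus 3 SD, cut at about 180% in these data; inconclusive = fewer than 70 cells counted for a yeast strain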;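 also: median GFP fluorescence of the barcode-gated MEP2-GFP cells per well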
# An asterisk follows results filed as active; ? = inconclusive; nt = no result given.
SMILES,CIT2 TOR yeast,AGP1-GFP MLPCN,JMJD2C inh,VLA-4 inh,LAP4 TOR yeast,RPL19A-GFP yeast,GRK2 inh,MEP2 TOR yeast
Cc1nc(CCNC(=O)Cc2ccc(Cl)cc2)cs1,94,101,-18,0,124,109,2,112
N#CC(C(=O)NC1CCCCC1)c1nc2ccccc2nc1N1CCN(c2ccccc2F)CC1 (centres undefined),98,111,nt,27,107,99,1,119
Cc1ccc(-c2n[nH]c(=O)c3ccccc23)cc1S(=O)(=O)Nc1ccccc1,101,94,8,6,89,100,3,96
CCOc1ccc(C2/C(=C(/O)c3ccc4c(c3)CC(C)O4)C(=O)C(=O)N2CCCn2ccnc2)cc1 (centres undefined),109,102,8,13,102,109,3,114
O=C(NN/C(=N/S(=O)(=O)c1ccc(Cl)cc1)c1ccccc1)c1cccc(Cl)c1,101,99,10,7,104,103,1,110
O=[N+]([O-])c1ccccc1N/N=C1\CC2CC=CC12 (centres undefined),87,91,-32,9,95,88,0,82
Cn1c(=O)[nH]c(=O)c2c1nc(N1CCNCC1)n2Cc1cccc2ccccc12,102,103,2,15,99,101,0,98
COc1ccccc1C(=O)Nc1ccc(C2=NNC(=O)CC2C)cc1 (centres undefined),93,85,-21,12,88,96,0,100
CCN(CC(=O)Nc1ccc(NC(C)=O)cc1)C(=O)C1CCCC1,97,105,10,4,105,109,1,105
Cc1ccc(C(=O)NC(=S)Nc2ccccc2C(F)(F)F)cc1C,94,nt,4,9,117,98,0,110
Cc1ccc2ccccc2c1NC(=O)Cn1nnc(-c2cccnc2)n1,89,105,0,6,104,102,0,98
N#CCCNS(=O)(=O)c1ccc(C(=O)OCC(=O)Nc2ccc3c(c2)OCO3)cc1,88,105,-11,2,107,99,0,102
Cc1nnc(SCC(=O)Nc2ccc3c(c2)OCO3)n(N)c1=O,97,99,8,6,100,99,4,98
CCN(CCO)Cc1csc2cccc(Br)c12,107,105,4,23,102,95,1,101
COc1ccc(/C=C/C(=O)OCC(=O)c2c(N)n(C)c(=O)n(C)c2=O)cc1,89,121,-10,-1,98,97,0,98
COc1ccccc1-c1nnc(SCC(=O)NCc2c(C)c(Cl)cc(C(C)C)c2O)o1,97,103,-1,21,102,104,0,104
O=C(O)c1[nH]c2ccccc2c1C(c1cccc(O)c1)c1c(C(=O)O)[nH]c2ccccc12,101,92,-6,7,88,89,5,99
O=S(=O)(CC(O)COc1ccccc1Cl)c1ccccc1 (centres undefined),97,106,8,-2,97,101,0,116
CCCCNC(=O)Cn1nc(-c2ccc(C)cc2)ccc1=O,92,96,4,22,102,102,0,102
CN(C(=O)Cn1cccc1C1=NC(c2ccccc2)CO1)c1ccccc1 (centres undefined),98,99,-15,6,92,104,0,100

# Reformatted with values under each structure: entries from further up
# The line under a structure holds: CIT2 TOR yeast	AGP1-GFP MLPCN	JMJD2C inh	VLA-4 inh	LAP4 TOR yeast	RPL19A-GFP yeast	GRK2 inh	MEP2 TOR yeast
Cc1nc(CCNC(=O)Cc2ccc(Cl)cc2)cs1
  94	101	-18	0	124	109	2	112
N#CC(C(=O)NC1CCCCC1)c1nc2ccccc2nc1N1CCN(c2ccccc2F)CC1 (centres undefined)
  98	111	nt	27	107	99	1	119
Cc1ccc(-c2n[nH]c(=O)c3ccccc23)cc1S(=O)(=O)Nc1ccccc1
  101	94	8	6	89	100	3	96
CCOc1ccc(C2/C(=C(/O)c3ccc4c(c3)CC(C)O4)C(=O)C(=O)N2CCCn2ccnc2)cc1 (centres undefined)
  109	102	8	13	102	109	3	114
O=C(NN/C(=N/S(=O)(=O)c1ccc(Cl)cc1)c1ccccc1)c1cccc(Cl)c1
  101	99	10	7	104	103	1	110
O=[N+]([O-])c1ccccc1N/N=C1\CC2CC=CC12 (centres undefined)
  87	91	-32	9	95	88	0	82
Cn1c(=O)[nH]c(=O)c2c1nc(N1CCNCC1)n2Cc1cccc2ccccc12
  102	103	2	15	99	101	0	98
COc1ccccc1C(=O)Nc1ccc(C2=NNC(=O)CC2C)cc1 (centres undefined)
  93	85	-21	12	88	96	0	100
CCN(CC(=O)Nc1ccc(NC(C)=O)cc1)C(=O)C1CCCC1
  97	105	10	4	105	109	1	105
Cc1ccc(C(=O)NC(=S)Nc2ccccc2C(F)(F)F)cc1C
  94	nt	4	9	117	98	0	110
Cc1ccc2ccccc2c1NC(=O)Cn1nnc(-c2cccnc2)n1
  89	105	0	6	104	102	0	98
N#CCCNS(=O)(=O)c1ccc(C(=O)OCC(=O)Nc2ccc3c(c2)OCO3)cc1
  88	105	-11	2	107	99	0	102

# Random excerpt: 2 compounds from above
SMILES,CIT2 TOR yeast,AGP1-GFP MLPCN,JMJD2C inh,VLA-4 inh,LAP4 TOR yeast,RPL19A-GFP yeast,GRK2 inh,MEP2 TOR yeast
O=[N+]([O-])c1ccccc1N/N=C1\CC2CC=CC12 (centres undefined),87,91,-32,9,95,88,0,82
COc1ccccc1C(=O)Nc1ccc(C2=NNC(=O)CC2C)cc1 (centres undefined),93,85,-21,12,88,96,0,100

# Continuation:
SMILES,CIT2 TOR yeast,AGP1-GFP MLPCN,JMJD2C inh,VLA-4 inh,LAP4 TOR yeast,RPL19A-GFP yeast,GRK2 inh,MEP2 TOR yeast
O=C(O)CCN(Cc1ccccc1)S(=O)(=O)c1ccc(Cl)cc1F,109,104,?,4,108,100,0,107
Cc1ccnc(SCc2cc(=O)c(OC(=O)c3ccc(Cl)c([N+](=O)[O-])c3)co2)n1,84,87,-7,23,109,99,2,95
O=C(NCC1CCCO1)C1CCN(S(=O)(=O)c2cc(Cl)ccc2Cl)CC1 (centres undefined),104,97,1,-2,98,106,0,107
Cc1cc(SCC(=O)Nc2cccc(S(=O)(=O)NC3=NCCCCC3)c2)c(C)cc1Br,93,93,-13,-11,98,101,0,98
CCN(CC)c1nc2cc(C)ccc2cc1/C=C(\C#N)C(N)=O,104,103,-16,-13,102,107,0,104
CC(C)c1nc(NCCN2CCOCC2)c(C#N)c2c1COC(C)(C)C2,92,100,3,5,106,99,1,105
CC1CCN(c2ccc3nnc(CCC(=O)Nc4cc(F)ccc4F)n3n2)CC1,102,97,18,-4,92,100,3,101
CCn1ncc(C2=NOC(C(=O)NCC(C)C)C2)c1C (centres undefined),100,106,-9,8,103,103,3,102
COc1ccccc1C(=O)NCCC(=O)NCC1CCCCC1,119,105,7,0,93,101,2,104
Cc1ccc(/C(O)=C/c2nc3ccccc3oc2=O)cc1,101,90,24,-7,109,90,0,116
Cc1cccc(S(=O)(=O)N2CN(CC3CCCO3)c3nc4ccccc4nc32)c1 (centres undefined),100,93,1,2,96,98,1,100
CCc1cc2c(=O)n(C(C)C(=O)OC3CCCCC3)cnc2s1 (centres undefined),103,98,-2,-4,94,95,1,94
Cn1c(C=O)c(C#CC(C)(C)O)c2ccccc21,92,92,-1,9,89,97,0,94
CC(C)(O)C#Cc1ccc(C(=O)N2CCN(c3ccc(F)cc3)CC2)cc1,108,100,-6,-10,97,101,3,98
O=C(NC(c1ccccc1)c1ccccc1)N1CCN(CCO)CC1,95,92,1,5,93,91,0,88
O=C(c1cc(-c2cccc(Cl)c2)on1)N1CCN(c2ccc(F)cc2)CC1,106,101,-2,4,96,100,5,106
COC(=O)c1ccc2c(c1)SC1=C(CCCC1=O)N2,103,97,-4,9,98,96,0,100
Cc1ccc(NC(=O)C2CCCN2C(=O)Oc2ccccc2)cc1C (centres undefined),93,104,-1,4,93,98,1,97
O=C1/C(=C/c2cccnc2)SC(=S)N1CC1CCCO1 (centres undefined),99,99,0,15,104,96,2,108
CC(C)(C)c1ccccc1N=Cc1ccc2ccccc2n1,91,94,2,13,96,95,1,103
CCOc1ccc(NC(=O)CCn2c(=O)[nH]c3ccsc3c2=O)cc1,95,100,8,-1,95,100,0,97
CCc1nc2sc(C(=O)O)c(N)c2c2c1CCCC2,96,108,7,8,116,101,1,108
O=C(NCc1ccc(Cl)cc1)C1CCN(S(=O)(=O)c2ccc(N3CCCC3=O)cc2)CC1,108,103,1,-2,95,101,2,107
CCCCn1[nH]c(-c2ccccc2)cc1=O,89,93,-1,6,90,97,1,92
Cc1cc(C)c(S(=O)(=O)NCc2ccc3c(c2)OCO3)cc1C,93,98,7,7,92,102,0,98
CCN(Cc1ccccc1)S(=O)(=O)c1ccc(C(=O)Nc2nnc(-c3ccccc3OC)o2)cc1,103,97,15,3,95,103,0,106
CC(=O)Nc1ccc(NC(=O)COC(=O)c2c(C)nn(-c3ccccc3)c2C)cc1,101,96,0,29,92,102,0,104
O=C(COC(=O)c1ccc([N+](=O)[O-])o1)NC1CCCCC1,106,107,1,2,103,112,8,97
COc1ccccc1CNC(=O)C1CCCN(S(=O)(=O)c2ccc3c(c2)CC(C)N3C(C)=O)C1 (centres undefined),110,97,-2,7,94,97,0,100
CN1CCN(C(CNS(=O)(=O)c2cccs2)c2cccnc2)CC1 (centres undefined),126,117,0,9,119,106,0,102
CCCC1OC23CCCCC2C(C#N)(C#N)C1(C#N)C(=N)O3 (centres undefined),95,96,-36,13,97,97,0,100
COc1ccc(S(=O)(=O)N2CCOCC2)cc1NC(=O)c1cc(=O)[nH]c2ccccc12,109,109,0,-11,107,104,2,113
NS(=O)(=O)c1ccc(CCNS(=O)(=O)c2ccc3c(c2)NC(=O)CO3)cc1,97,100,2,28,97,97,6,103
Cc1nnc(SCCn2c(N3CCN(Cc4ccccc4)CC3)nc3c2c(=O)[nH]c(=O)n3C)s1,92,101,7,4,107,101,0,103
Nc1n[nH]c(=S)n1-c1ccc(Cl)cc1,95,97,0,-4,91,99,0,105
Cn1c(SCC(=O)Nc2cc(Cl)cc(Cl)c2)nnc1-c1ccc2nonc2c1,109,108,2,1,110,106,0,112
O=C(Nc1nnc(S(=O)(=O)N2CCCC2)s1)c1ccccc1F,97,96,-12,-5,101,98,3,98
NC(=O)CSc1n[nH]c(-c2ccco2)n1,102,100,-13,-4,106,95,2,105
Cc1nc(C)c(-c2ccc(SCC(=O)Nc3ccc(F)cc3F)nn2)s1,96,91,-7,6,88,102,2,89
O=C(/C=C/c1ccc2c(c1)OCO2)NCc1ccncc1,96,109,-5,3,112,99,0,101
Cn1c(=O)c2cc3c(nc2n(C)c1=O)CC(c1ccccc1)CC3=O (centres undefined),91,95,-1,0,111,96,0,90
Cc1cc(C)n(CC(=O)NNC(=O)COc2ccc(F)cc2Br)n1,92,101,5,12,95,96,2,100
O=C1CCC(=O)N1CNc1cccnc1,93,104,10,2,102,95,1,105
O=C(O)CCN1c2cccc3cccc(c23)S1(=O)=O,115,108,7,0,98,107,4,108
CCCCc1nnc(NC(=O)CC(=O)Nc2ccccc2C(=O)O)s1,103,102,25,11,98,98,2,101
CC(C)(C)CC(=O)Nc1ccccc1N1CCN(c2ccccc2)CC1,94,90,-13,6,89,90,2,92

# Compounds were not picked by outcome; about 1.7% have a hit in one of these screens.
